# 4-MU autofl: compound fluoresces in the 4-MU spectral region; compound autofluorescence, 340/450 nm, 4-MU equivalents; stronger effect = higher value; max dye-equivalent concentration, M; 59,000 tested, 11% active; in the data active = max dye-equivalent concentration above about 10 nM; inconclusive = mostly about 1.1 nM to 9.6 nM
#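 Compounds in 100 mM Tris, pH 8.0, sat 15 min at room temperature before fluorescence was read at 340 nm excitation/450 nm emission; a per-plate six-point 4-MU standard curve converted signals to dye-equivalent concentration at each compound concentration.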
# Pol III holo inh: blocks replication by bacterial DNA polymerase III holoenzyme. reconstituted DNA polymerase III holoenzyme replication, biochemical. Potency, µM (doses to about 57.1 µM), for the others: top-dose activity change, negative = inhibition. 71,000 tested, 0.25% active. AID 603; also: potency is read from the fitted curve at half-maximal effect; % is scaled to controls: 0 for no effect and ±100 for the full control effect
#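 Reconstituted *E. coli* holoenzyme (0.35 nM Pol III, 1 nM beta, 154 nM SSB, 2 nM primase) was preincubated with compound for 15 min at RT. Synthesis on 1.4 nM ssM13Gori ran 35 min, then was stopped with PicoGreen/EDTA and read as dsDNA fluorescence.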
# Hsp90 Hop PPI: changes Hsp90-Hop TPR2A binding signal, up or down. 71,000 tested, 0.44% active. AlphaScreen TPR2A-His6 binding biotin-Hsp90 C-terminal peptide. AID 595. Potency, µM (doses to about 57 µM), inactives show at the top dose activity change, negative = inhibition; active = well fitted curve in either direction with a large enough effect; inconclusive = small, poorly fitted or top-dose-only effect, or another doubt; also: potency is read from the fitted curve at half-maximal effect; % is scaled to controls: 0 for no effect and ±100 for the full control effect; many of its hits are not listed in these tables
# Fluorescein fluor: fluorescein region autofluorescence. Compound autofluorescence, 480/540 nm, fluorescein-equivalent; stronger effect = higher value. max fluorescein-equivalent concentration, M. 59,000 tested, 0.91% active. AID 593; in the data active = max fluorescein-equivalent concentration above about 10 nM; inconclusive = between about 1.1 nM and that limit
#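 Read-out is intrinsic compound fluorescence at 480/540 nm (excitation/emission), expressed as dye-equivalent concentration using a fluorescein standard series run on every plate. Compounds sat 15 min at room temperature in 100 mM Tris, pH 8.0.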
# HADH2 inh: HADH2 (human) dehydrogenase inhibition; AID 886; recombinant HADH2, NADH fluorescence, beta-hydroxybutyryl-CoA; 73,000 tested, 3.4% active; Potency, µM (doses to about 57.1 µM), for the others: at the top dose activity change, negative = inhibition, usual class: inhibitors; Q99714; also: potency is read from the fitted curve at half-maximal effect; % is scaled to controls: 0 for no effect and ±100 for the full control effect; nearly all actives have a fitted effect of over 60% in size; many of its hits are not listed in these tables
# Target sequence (Q99714 whole entry, looked up, one chain of several): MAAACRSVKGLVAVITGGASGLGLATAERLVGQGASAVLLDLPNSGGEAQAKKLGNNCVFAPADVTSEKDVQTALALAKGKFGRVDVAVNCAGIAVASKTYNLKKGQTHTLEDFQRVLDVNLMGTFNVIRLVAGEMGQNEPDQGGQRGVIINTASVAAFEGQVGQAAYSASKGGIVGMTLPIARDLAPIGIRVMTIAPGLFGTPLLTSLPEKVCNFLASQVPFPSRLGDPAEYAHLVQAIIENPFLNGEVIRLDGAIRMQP
#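 Activity measured as NADH fluorescence gain (360/450 nm), taken as the change between first and last reads of a 4-min kinetic run. Conditions: pH 9.0 Tris buffer, 20 nM E. coli-expressed His-tagged enzyme, 1 mM NAD+, 90 uM beta-hydroxybutyryl-CoA; 15-min compound preincubation.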
# Ub-GFP proteasome: ubiquitin-GFP accumulation via proteasome inhibition | Potency, µM (doses to about 45.9 µM), for inactives: at the top dose activation (GFP accumulation), most hits filed as activators | AID 526 | 67,000 tested, under 10 active | Ubiquitin-GFP reporter cells, proteasome inhibition, GFP fluorescence; response scale: untreated = 0%, 10 µM MG-132 = 100%; active = well fitted activation curve with a large enough effect, not every such curve was filed as active; inconclusive = small, poorly fitted or top-dose-only effect, or another doubt; inactive = no such curve, though single readings can be large or run the other way; also: potency is read from the fitted curve at half-maximal effect
#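 U2OS cells stably expressing ubiquitin(G76V)-GFP, seeded overnight in 0.5% FBS medium, were exposed to compounds (qHTS, 46 uM to 2.9 nM) for 4 hr at 37 °C. GFP-positive cells were counted by laser cytometry (488 ex/515 em), normalized between basal and 10 uM MG-132.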
# Epigenetic mod: epigenetic GFP locus derepression in mouse cells. mouse C127i GFP locus derepression, cytometry, 30 h. Potency, µM (top dose mostly 46.1 µM), for inactives: at the top dose GFP derepression (activation). 68,000 tested, 0.09% active. AID 597; also: % of control where 0% means no effect
#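 Read-out is the number of GFP-positive cells, scored as fluorescent objects 20 to 120 um wide, reflecting derepression of a silenced CMV-GFP reporter in murine C127i cells after 30 h compound exposure at 37 C.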
# ALOX15 inhib: blocks human 15-lipoxygenase activity; P16050; 74,000 tested, 1.4% active; Potency, µM (highest dose often 57.1 µM), for the others: at the top dose activity change, negative = inhibition, actives largely listed as inhibitors; purified 15hLO-1, xylenol orange hydroperoxide absorbance; also: potency is read from the fitted curve at half-maximal effect; % is scaled to controls: 0 for no effect and ±100 for the full control effect; nearly all actives have a fitted effect of over 55% in size
# Target sequence (P16050 whole entry, looked up): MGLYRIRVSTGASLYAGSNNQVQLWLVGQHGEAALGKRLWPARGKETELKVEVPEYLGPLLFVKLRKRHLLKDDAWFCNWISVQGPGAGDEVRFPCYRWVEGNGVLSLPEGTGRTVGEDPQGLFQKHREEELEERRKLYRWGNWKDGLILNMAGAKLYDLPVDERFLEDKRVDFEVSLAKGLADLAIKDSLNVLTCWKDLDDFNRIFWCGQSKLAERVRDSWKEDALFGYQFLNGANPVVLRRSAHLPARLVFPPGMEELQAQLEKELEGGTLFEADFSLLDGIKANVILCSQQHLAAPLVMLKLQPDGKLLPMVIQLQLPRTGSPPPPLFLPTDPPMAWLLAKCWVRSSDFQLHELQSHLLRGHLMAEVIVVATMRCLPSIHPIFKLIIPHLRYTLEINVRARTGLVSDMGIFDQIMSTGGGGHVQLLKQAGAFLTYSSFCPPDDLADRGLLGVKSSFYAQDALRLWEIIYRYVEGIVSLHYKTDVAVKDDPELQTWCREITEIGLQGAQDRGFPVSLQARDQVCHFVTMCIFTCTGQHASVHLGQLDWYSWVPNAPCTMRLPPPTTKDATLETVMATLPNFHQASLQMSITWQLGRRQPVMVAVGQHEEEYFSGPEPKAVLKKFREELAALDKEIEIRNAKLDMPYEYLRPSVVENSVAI
#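 Inhibition is scored from a chromogenic endpoint. After 15 min enzyme-compound contact, arachidonic acid (50 uM final) reacts 6 min with 40 nM 15hLO-1 at room temperature, then Fe-XO reagent is added for 30 min and absorbance ratio recorded.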
# Rhodamine autofl: compound autofluorescence in rhodamine spectral region; AID 594; max dye-equivalent concentration, M; 59,000 tested, 0.05% active; Rhodamine-region fluorescence, 547/598 nm, Tris buffer; stronger effect = higher value; in the data active = max dye-equivalent concentration above about 11 nM; inconclusive = between about 1.1 nM and that limit
#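 Intensities are converted to rhodamine-equivalent concentration using a six-point rhodamine standard on each plate. Compounds sit 15 min at room temperature in 100 mM Tris buffer, pH 8.0; read uses the 547/598 nm excitation/emission pair.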
# HBB splicing: modulators of hemoglobin beta chain splicing; HBB splicing reporter cell assay, activation; EGFP reporter with mutant IVS2-654 intron; response scale: normalised to 500 nM splice-correcting PNA; Potency, µM (titrated, usually from 46.1 µM), for the others: top-dose activation, usual class: activators; 65,000 tested, 0.06% active; also: potency is read from the fitted curve at half-maximal effect; 0% is about no effect
#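 HeLa cells stably expressing EGFP interrupted by mutant beta-globin intron 2 (IVS2-654), 500/well in 2% FCS. Treated with compound for 2 days at 37C. Splicing correction scored as total well GFP intensity (488 nm excitation, 500-520 nm emission); 500 nM antisense PNA served as control.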
# TexasRed autofl: compound fluoresces in the Texas Red spectral region. Compound fluorescence, Texas Red channel, 547/618 nm; stronger effect = higher value. max dye-equivalent concentration, M. 59,000 tested, 0.06% active. AID 587; in the data active = max dye-equivalent concentration above about 10 nM; inconclusive = between about 1.1 nM and that limit
#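 Pin-transferred compounds and Texas Red standards go into 100 mM Tris buffer, pH 8.0. After 15 min at room temperature, plates are imaged with 547/618 nm filters. Each value is a dye-equivalent concentration derived from the per-plate dye curve.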
# * marks the source's active call; other numbers are inactive results; i = inactive; u = inconclusive; x = not tested or not shown; [ ] = another dose, or the depositor's remark. Unless noted, calls follow the shape of the dose curve; as a rule, active = well fitted curve in the direction sought with a large enough effect; inconclusive = small, poorly fitted or top-dose-only effect, or another doubt; inactive = no such curve, though single readings can be large; an effect the other way counts as inactive or inconclusive.
SMILES,4-MU autofl,Pol III holo inh,Hsp90 Hop PPI,Fluorescein fluor,HADH2 inh,Ub-GFP proteasome,Epigenetic mod,ALOX15 inhib,Rhodamine autofl,HBB splicing,TexasRed autofl
CSc1nnc(-c2ccc(S(=O)(=O)N3CCCC3)cc2)n1C,i,-5%,1%,i,u,-1%,1%,10%,i,0.2%[57.5 µM],i
CCCCNC(=O)Nc1ccnn1C1CCCCC1,i,-1%,-1%,i,2%,0%,-2%,-2%,i,0.8%[1.84 µM],u
Cc1cccc(-c2nc(CSCC(=O)NCCCN3CCOCC3)c(C)o2)c1,i,-4%,-1%,i,8%,-9%,1%,-3%,i,2.5%,i
CC(=O)C1=C(C)Nc2cc(C(F)(F)F)ccc2S1,x,-5%,-17%,x,25µM*,0%,8%,13µM*,x,-1.8%,x
Cc1ccc(C(=O)N(Cc2nc(-c3ccc(C)cc3)no2)C(C)C)cc1,x,1%,-4%[2.3 µM],x,2%,-9%,x,-17%,x,0.7%,x
COC(=O)CN(C)C1CC(=O)N(c2ccc(Cl)cc2)C1=O (stereo unspecified),1.1e-08M*,-7%,-5%,u,71%[activator],3%,-2%,-2%,i,-2.0%,i
Cn1c(=O)c2[nH]c(COCc3nc4c([nH]3)c(=O)n(C)c(=O)n4C)nc2n(C)c1=O,i,-4%[11.4 µM],-5%[11 µM],u,5%[11.4 µM],-4%[9.17 µM],7%[9.22 µM],7%[11.4 µM],i,2.5%[9.22 µM],i
Cc1ccc(NC(=O)CSc2nnc(COc3ccc(C#N)cc3)n2-c2ccccc2)cc1C,i,-4%,-2%,u,3%,-3%,-1%,-4%,i,-2.8%,u
CCCCCNC(=O)CCn1c(=O)oc2ccccc21,i,2%,3%,i,1%,2%,0%,6%,i,-3.4%,i
Cc1ccc(NS(=O)(=O)c2cccc(C(=O)O)c2)c(C)c1,i,-4%,-4%,u,-7%,-3%,1%,7%,i,-0.9%,u

# Some entries already given, showing only Ub-GFP proteasome, TexasRed autofl and ALOX15 inhib:
mol,Ub-GFP proteasome,TexasRed autofl,ALOX15 inhib
Cc1cccc(-c2nc(CSCC(=O)NCCCN3CCOCC3)c(C)o2)c1,-9%,i,-3%
CC(=O)C1=C(C)Nc2cc(C(F)(F)F)ccc2S1,0%,x,13µM*
Cc1ccc(C(=O)N(Cc2nc(-c3ccc(C)cc3)no2)C(C)C)cc1,-9%,x,-17%

# The list goes on.
SMILES,4-MU autofl,Pol III holo inh,Hsp90 Hop PPI,Fluorescein fluor,HADH2 inh,Ub-GFP proteasome,Epigenetic mod,ALOX15 inhib,Rhodamine autofl,HBB splicing,TexasRed autofl
Cc1noc(/C=C/c2ccco2)c1S(=O)(=O)N1CCC(C(=O)N2CCc3ccccc3C2)CC1,u,5%,-7%,i,u,-7%,3%,u,i,-1.0%,u
O=S(=O)(Nc1ncnc2sc3c(c12)CCC3)c1ccc(Cl)s1,u,u,-4%,u,u,6%,-1%,u,i,0.1%[57.5 µM],i
CC[C@]1([C@H]2O[C@@H]([C@@H]3O[C@](O)(CO)[C@@H](C)C[C@H]3C)C[C@H]2C)CC[C@@H]([C@]2(C)CC[C@@]3(C[C@@H](O)[C@@H](C)[C@@H]([C@H](C)[C@H](OC)[C@H](C)C(=O)O)O3)O2)O1,i,-4%[25.6 µM],1%[26 µM],u,-7%[25.6 µM],13%[20.5 µM],2%[20.6 µM],11%[25.6 µM],i,1.1%[20.6 µM],i
CCN1CCCC1CNC(=O)Cn1cnc2sc(C)c(S(=O)(=O)N3CCC(C)CC3)c2c1=O (stereo unspecified),i,0%,-2%,i,-1%,-1%,-1%,-14%,i,-0.5%,u
Cc1nc(NC2CCCCC2)c2nc(-c3ccccc3)n(CC3CCN(C)CC3)c2n1,x,-5%,-5%,x,60%[activator],9%,x,14%,x,-0.4%,x
CC(C)Cc1nc(N2CCOCC2)c(C#N)c2c1COC(C)(C)C2,1.5e-07M*,x,x,i,x,x,-3%[20.6 µM],x,i,x,i
CCOc1ccc(NS(=O)(=O)c2ccc3[nH]cc(C(=O)NCCOC)c(=O)c3c2)cc1,i,0%,3%,u,1%,-11%,-1%,2%,i,-3.3%,i
CCN1CCN(c2ncnc3c2oc2nc(C(C)C)c4c(c23)CCC4)CC1,i,-4%,-4%,u,5%,x,-2%,2%,i,4.8%[0.369 µM],i
Cc1ccc(CS(=O)(=O)CCC(=O)NCCN2CCCC2)cc1,u,4%,-1%,i,3%,1%,12%,-4%,i,-1.3%,i
COC(=O)c1sc(NC(=O)c2ccoc2C)nc1C,i,0%,-7%,u,-12%,8%,2%,10%,i,-1.4%,i
Cn1cc(/C(Cc2ccccc2)=N\O)c2ccccc21,i,-3%,-8%,i,2%,4%,-3%,-19%,i,0.2%,i
O=C(CCC(=O)Nc1nnc(C2CCCCC2)s1)NCc1cccs1,i,-8%,-3%,i,-7%,-2%,3%,0%,i,-1.1%,i
Cc1ccc(Oc2nc3c(c(=O)n(Cc4ccccc4F)c(=O)n3C)n2C)cc1,i,x,x,u,x,x,8%[20.6 µM],x,i,x,i
CCOC(=O)C1CCN(c2nc3ccccc3nc2C(C#N)C(=O)OC(C)COC)CC1 (stereo unspecified),1.7e-08M*,x,x,u,x,x,2%[20.6 µM],x,i,x,i
CCCCN(C)CCNC(=O)Cn1ncc2c(=O)oc3ccc(C)cc3c21,x,0%,-3%,x,7%,9%,-2%,-2%,x,u,x
Cc1ccccc1/C=C\C1=NCCN1,i,-4%,-12%,u,3%,-2%,-2%,-10%,i,-0.5%,i
CCC(C)(C)n1nnnc1C(c1ccccn1)N1CCOCC1 (stereo unspecified),u,-8%,0%,i,12%,-4%,0%,4%,i,x,i
COCc1nnc(NC(=O)C(C)C)s1,3.2e-08M*,0%,-5%,i,-3%,15%,5%,3%,i,0.9%,i
COc1ccc(N(C(C)=O)S(=O)(=O)c2cc(OC)ccc2OC)cc1,i,-4%,-1%,i,14%,-11%,8%,0%,i,0.3%,i
Cc1ccc(S(=O)(=O)NC(C)C(=O)Nc2ccccc2C(=O)N2CCCC2)cc1 (stereo unspecified),i,0%,3%,u,2%,-6%,-1%,12%,i,-2.1%,u
C[N+](C)(C)c1ncnc2c1ncn2[C@@H]1CCCCO1,i,-3%[11.4 µM],-4%[11 µM],i,8%[11.4 µM],0%[9.17 µM],2%[9.22 µM],8%[11.4 µM],i,3.5%[9.22 µM],i
CN(CC(=O)O)Cc1c(O)c(Cl)cc(Cl)c1Cl,i,-9%[11.4 µM],-6%[11 µM],i,6%[11.4 µM],6%[9.17 µM],0%[9.22 µM],18%[11.4 µM],i,2.7%[9.22 µM],i
O=S(=O)(NCCc1cn2ccccc2n1)c1ccc2c(c1)OCCO2,x,-2%,-2%,x,5%,2%,x,-7%,x,-1.0%,x
Cc1ccc(C)c(N2CCN(C(=O)c3ccc(CS(=O)(=O)c4ccccc4C)o3)CC2)c1,i,-1%,-5%,i,0%,-3%,2%,-11%,i,3.4%[1.84 µM],i
O=C1NC2=C(C(=O)CCC2)C(c2ccc3ncccc3c2)N1 (stereo unspecified),i,-7%,u,u,-7%,x,-2%,17%,i,0.7%[0.369 µM],i
CCN(CC)c1ccc(-c2nn3c(-c4n[nH]c5c4CCC5)nnc3s2)cc1,1.1e-07M*,-4%,19%,u,73%[activator],x,-2%,-27%,i,2.2%[0.369 µM],i
CCCc1c(CC)c(=N)c2ccccc2n1C,i,-8%,2%,u,0%,1%,3%,-19%,i,-1.3%,i
CC(=O)N1[C@H](C)C=C[C@]1(Cc1ccccc1)C(=O)NCCc1c[nH]c2ccccc12,x,-6%,-6%,x,6%,x,x,-22%,x,-1.2%,x
Cc1[nH]c(=O)[nH]c(=O)c1CSc1nnc(CCCCCNC(=O)OC(C)(C)C)o1,i,-5%,-1%,i,14%,3%,-1%,-2%,i,4.5%[1.84 µM],i
Cc1cc2c(cc(C(=O)OC(C(=O)NCc3ccco3)C(C)C)n2C)o1 (stereo unspecified),i,-5%,-10%,i,-4%,0%,-1%,-15%,i,x,i
O=C(Cc1cccs1)Nc1ccc(Cl)cc1,i,8%,2%,i,-7%,3%,3%,-7%,i,-0.9%,i
CCOC(=O)c1cn(CC(=O)Nc2ccc(C)cc2)nn1,i,-2%,0%,u,7%,13%,0%,0%,i,5.3%,i

# Only part of the results is shown (hit frequency here may not be typical).
